Compound activity (PubChem BioAssay)
PvdQ inh: blocks Pseudomonas aeruginosa PvdQ acylase activity; purified PvdQ acylase, fluorescence plate reader; inhibition, % at 10 µM; 0.063% of 340,000 active; in the data active = inhibition above about 30%, passing the limit was not always enough;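 note: 0% = vehicle neutral wells and 100% = reference inhibitor wells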
PKA-R2B activ: activators of human PKA-R2B complex; 0.079% of 340,000 active; AID 504700; P22694+P31323; PKA-R2B holoenzyme dissociation, Cy5-IP20 fluorescence polarization; R2B truncated from residue 108, S112A mutant; 0% DMSO only, 100% 113 µM cGMP; activation, % at 11.4 µM;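 active = activation above a cutoff set at the mean over all compounds plus 3 SD, cut at about 18% in these data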;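 note: higher means more holoenzyme dissociation and a rise in polarization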
Target sequence (P31323 whole entry, looked up, other chains not shown, the tested form may be a part): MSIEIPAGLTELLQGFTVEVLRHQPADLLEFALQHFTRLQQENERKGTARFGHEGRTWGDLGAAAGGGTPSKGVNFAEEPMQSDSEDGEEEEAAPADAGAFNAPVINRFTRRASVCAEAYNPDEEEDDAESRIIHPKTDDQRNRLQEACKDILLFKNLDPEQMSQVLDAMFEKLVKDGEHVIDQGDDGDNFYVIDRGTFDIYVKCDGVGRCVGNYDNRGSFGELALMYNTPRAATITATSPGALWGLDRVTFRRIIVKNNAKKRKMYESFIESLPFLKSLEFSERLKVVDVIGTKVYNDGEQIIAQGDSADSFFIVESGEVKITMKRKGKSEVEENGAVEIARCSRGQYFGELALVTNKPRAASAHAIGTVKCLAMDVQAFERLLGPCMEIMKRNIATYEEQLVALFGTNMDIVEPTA
DAGLB inhibitor: blocks human DAGLB lipase activity | Q8NCG7 | HEK293T DAGLB membrane lysate, EnzChek fluorogenic substrate | inhibition, % at 5.17 µM | 0.059% of 340,000 active | AID 504411; in the data active = inhibition above about 34%;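 note: 0% = enzyme with vehicle and 100% = wells lacking enzyme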
Target sequence (Q8NCG7 whole entry, looked up): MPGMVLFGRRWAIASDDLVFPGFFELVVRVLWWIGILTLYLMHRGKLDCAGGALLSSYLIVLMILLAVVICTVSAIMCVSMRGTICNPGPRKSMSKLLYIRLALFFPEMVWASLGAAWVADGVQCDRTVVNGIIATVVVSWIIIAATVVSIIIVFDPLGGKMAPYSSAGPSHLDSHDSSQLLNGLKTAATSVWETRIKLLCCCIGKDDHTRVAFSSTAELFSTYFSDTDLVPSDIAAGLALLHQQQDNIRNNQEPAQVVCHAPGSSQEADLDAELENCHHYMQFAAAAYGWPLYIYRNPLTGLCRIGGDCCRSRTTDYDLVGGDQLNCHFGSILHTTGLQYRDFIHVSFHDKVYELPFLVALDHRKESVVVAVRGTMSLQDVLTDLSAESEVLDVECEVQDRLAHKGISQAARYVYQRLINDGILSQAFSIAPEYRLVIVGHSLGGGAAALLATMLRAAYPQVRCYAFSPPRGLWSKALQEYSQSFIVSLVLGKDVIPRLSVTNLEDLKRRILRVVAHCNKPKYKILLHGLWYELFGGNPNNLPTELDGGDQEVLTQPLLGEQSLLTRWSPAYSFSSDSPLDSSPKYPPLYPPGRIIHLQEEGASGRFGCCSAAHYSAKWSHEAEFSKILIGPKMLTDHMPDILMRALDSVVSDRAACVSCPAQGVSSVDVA
Arr AP2 block: human beta-arrestin and AP2 interaction inhibition. FITC-arrestin peptide / GST-AP2 beads, flow cytometry; AP2 beta2 appendage carries R879A mutation. inhibition, % at 10 µM. 0.31% of 340,000 active;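 active = inhibition above a set limit, near 3 SD of compounds lacking own fluorescence, cut at about 54% in these data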;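 note: plate controls were DMSO wells for no effect and 5 µM unlabelled arrestin peptide for full effect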
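System: GST-AP2 R879A bound to glutathione beads, E. coli-expressed. Also added: 50 nM FITC-arrestin peptide. Schedule: compound with beads 12 min RT, then probe 1 h RT. Signal: bead flow cytometry, FITC channel. Read-out basis: percent response.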
Keap1 Nrf2 FP: inhibitors of human Keap1-Nrf2 protein-protein interaction | Q14145 | Keap1 Kelch-Nrf2 peptide fluorescence polarization, 1536-well | inhibition, % at 9.4 µM | 0.15% of 340,000 active | AID 504523; in the data active = inhibition above about 12%;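 note: human Keap1 Kelch domain with fluorescein labeled Nrf2 9mer peptide probe; 0% = neutral control wells and 100% = peptide positive control; higher means more block of Keap1 binding to Nrf2 peptide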
RTF Ca sens inh: cardiac RTF calcium desensitization; P19429+P45379; 0.12% of 340,000 active; IANBD-labeled cardiac RTF, Ca2+ fluorescence; inhibition, % at 7.15 µM;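 active = inhibition above the mean inhibition of all tested compounds plus 3 SD, cut at about 17% in these data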;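 note: assay run at fixed EC70 calcium of 1.6 mM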
SR-BI uptake up: SR-BI HDL lipid transfer activation. CHO ldlA[mSR-BI] cells, DiI-HDL uptake fluorescence, 3 h; 100 = double the neutral-control signal. activation, % at 12.5 µM. 0.096% of 320,000 active. AID 504775;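 active = mean replicate activation of at least 60% and every replicate at or above 60%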;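 note: 0% = median plate neutral-control signal and 100% = twice that signal; values of inactives mirror those of a sister screen read the other way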
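Assay system: CHO ldlA[mSR-BI] cells, LDL receptor-null, SR-BI overexpressing; medium: Ham's F12 with 0.5% BSA, HEPES 25 mM, pH 7.4; also added: DiI-HDL 10 µg/mL; timing: 3 h uptake period with compound, 37 °C; signal: DiI fluorescence, bottom read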
SR-BI HDL uptake: mouse SR-BI HDL lipid transfer inhibition. 0.96% of 320,000 active. Q61009. ldlA[mSR-BI] CHO cells, DiI-HDL uptake fluorescence, 3 h. inhibition, % at 12.5 µM;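 active = mean replicate inhibition of at least 70% and a set share of replicates each scoring 70 or more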;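 note: 0% = median of neutral control wells and 100% = median of positive control wells; values of inactives mirror those of a sister screen read the other way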
LANA DNA inh: inhibitors of KSHV LANA C-terminal domain DNA binding | MBP-C-LANA/FAM-LBS DNA binding, fluorescence polarization | inhibition, % at 9 µM | 0.078% of 340,000 active | AID 504423;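 active = highest replicate inhibition at or above 60% at 9 µM, even if other replicates fall short; inactive = all replicates below 60% inhibition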;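 note: 0% = neutral control wells and 100% = 4 µM acridine orange control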
NSD2 HMT inh: NSD2 (human) methyltransferase inhibition | O96028 | NSD2 peptide methylation, AlphaScreen, 120 min | 0.54% of 310,000 active | AID 743445 | inhibition, % at 12.5 µM; in the data active = inhibition above about 50%
* hit, by the source's call; x = not tested or not shown.

SMILES	PvdQ inh	PKA-R2B activ	DAGLB inhibitor	Arr AP2 block	Keap1 Nrf2 FP	RTF Ca sens inh	SR-BI uptake up	SR-BI HDL uptake	LANA DNA inh	NSD2 HMT inh
CCCn1c(SCC(=O)N2CCc3ccccc32)nnc1-c1ccco1	-6.4	-17.2	-4.8	5.8	-3.7	6.8	-21.5	21.5	-0.7	-0.2
CCSc1c(C(=O)NC)ccc2c1C(=O)c1ccccc1C2=O	0.2	13.5	-0.1	3.0	0.4	2.4	31.9	-31.9	-0.7	2.0
COc1cc(C(=O)NCCC(=O)NCCN2CCCCCC2)cc(OC)c1OC	-12.2	-1.0	-0.1	3.3	-5.3	-1.8	2.5	-2.5	2.2	-1.9
CC(=O)c1ccc(Nc2cc(C)nc3c(C)cc(C)cc23)cc1	-7.3	-4.7	-1.8	-13.1	-5.5	-1.6	6.0	-6.0	1.7	-11.2
O=C(COC(=O)/C=C/c1ccco1)NCc1ccc(Cl)cc1Cl	-9.9	0.3	-2.2	11.9	-1.7	-5.2	7.6	-7.6	1.8	0.0
O=C(NC(=S)NNC(=O)c1ccc(Cl)cc1Cl)c1cccnc1	5.8	1.5	0.3	16.8	0.5	-6.9	9.9	-9.9	1.6	0.8
O=C(NCCC1=CCCCC1)C(=O)NCC(c1ccco1)N1CCN(c2ccc(F)cc2)CC1 (centres undefined)	-7.4	-3.0	-0.5	-4.5	-0.3	-17.0	-38.3	38.3	-1.8	-5.5
CC(=O)NC(=O)NC1CSCC1OC(C)=O (centres undefined)	-11.1	-0.8	0.2	-18.4	-3.7	-6.6	12.9	-12.9	-0.7	-1.8
CC(=O)NN1C(=O)/C(=C/c2ccc(Br)o2)SC1=S	-6.5	3.1	3.9	18.8	6.7	-8.9	27.1	-27.1	14.0	30.7
COc1cccc(C2=CC(=O)CC(c3ccco3)C2)c1 (centres undefined)	-2.2	-13.8	-4.9	5.0	-4.8	-0.9	-10.2	10.2	2.4	x

3 compounds from above, ordered by molar mass, smallest number first:
SMILES	PvdQ inh	PKA-R2B activ	DAGLB inhibitor	Arr AP2 block	Keap1 Nrf2 FP	RTF Ca sens inh	SR-BI uptake up	SR-BI HDL uptake	LANA DNA inh	NSD2 HMT inh
CC(=O)NC(=O)NC1CSCC1OC(C)=O (centres undefined)	-11.1	-0.8	0.2	-18.4	-3.7	-6.6	12.9	-12.9	-0.7	-1.8
CC(=O)c1ccc(Nc2cc(C)nc3c(C)cc(C)cc23)cc1	-7.3	-4.7	-1.8	-13.1	-5.5	-1.6	6.0	-6.0	1.7	-11.2
O=C(COC(=O)/C=C/c1ccco1)NCc1ccc(Cl)cc1Cl	-9.9	0.3	-2.2	11.9	-1.7	-5.2	7.6	-7.6	1.8	0.0

Single records (already shown). Order of values: PvdQ inh	PKA-R2B activ	DAGLB inhibitor	Arr AP2 block	Keap1 Nrf2 FP	RTF Ca sens inh	SR-BI uptake up	SR-BI HDL uptake	LANA DNA inh	NSD2 HMT inh
COc1cccc(C2=CC(=O)CC(c3ccco3)C2)c1 (centres undefined) across the screens: -2.2	-13.8	-4.9	5.0	-4.8	-0.9	-10.2	10.2	2.4	x
CC(=O)NC(=O)NC1CSCC1OC(C)=O (centres undefined) across the screens: -11.1	-0.8	0.2	-18.4	-3.7	-6.6	12.9	-12.9	-0.7	-1.8
CC(=O)c1ccc(Nc2cc(C)nc3c(C)cc(C)cc23)cc1 across the screens: -7.3	-4.7	-1.8	-13.1	-5.5	-1.6	6.0	-6.0	1.7	-11.2
COc1cc(C(=O)NCCC(=O)NCCN2CCCCCC2)cc(OC)c1OC across the screens: -12.2	-1.0	-0.1	3.3	-5.3	-1.8	2.5	-2.5	2.2	-1.9
O=C(NCCC1=CCCCC1)C(=O)NCC(c1ccco1)N1CCN(c2ccc(F)cc2)CC1 (centres undefined) across the screens: -7.4	-3.0	-0.5	-4.5	-0.3	-17.0	-38.3	38.3	-1.8	-5.5

The results go on:
SMILES	PvdQ inh	PKA-R2B activ	DAGLB inhibitor	Arr AP2 block	Keap1 Nrf2 FP	RTF Ca sens inh	SR-BI uptake up	SR-BI HDL uptake	LANA DNA inh	NSD2 HMT inh
COc1cccc(C(C)NC(=S)NCc2ccc(Cl)cc2)c1 (centres undefined)	-3.3	-13.1	-1.3	7.9	-0.7	10.2	7.6	-7.6	-1.2	-2.5
O=C(COC(=O)C1(c2ccc(F)cc2)CCCC1)N1CCc2ccccc21	16.9	-3.6	-12.7	17.0	-6.2	14.1	-29.0	29.0	-1.3	-4.3
Cc1ccc(S(=O)(=O)N(CC(=O)NCc2ccncc2)C2CCCCC2)cc1	-17.6	-13.6	-7.8	-2.6	-5.0	-13.5	24.2	-24.2	0.1	-3.7
Fc1ccccc1OCCCCn1cncn1	-14.6	-7.6	-1.4	-5.2	-3.6	-7.3	38.0	-38.0	0.7	-3.1
C[N+]1(CCOS(=O)C23CC4CC(CC(C4)C2)C3)CCOCC1 (centres undefined)	3.0	6.6	2.4	-6.8	-5.6	4.0	-4.6	4.6	-1.2	-1.9
CCOc1ccc(NC(=O)CN(C)C(=O)c2ccc(=O)[nH]c2)cc1OCC	1.8	-16.8	0.2	0.1	2.1	-1.4	16.9	-16.9	1.3	8.4
C[C@@H]1NC(=O)[C@H](CCC(N)=O)NC(=O)c2cc([N+](=O)[O-])cc(I)c2NCCC[C@@H](C(N)=O)NC1=O	11.6	-6.5	2.3	0.5	-3.1	4.3	21.6	-21.6	0.5	x
CNC(=O)C1CC(=O)N(c2ccc(OCC(=O)N3CCCC3)cc2)C1 (centres undefined)	2.4	-5.0	-0.5	6.4	-2.5	6.5	14.5	-14.5	-0.7	-1.6
Cc1ccc(-n2nnc(-c3ccnc4ccccc34)n2)cc1	4.6	-12.4	-7.5	2.3	-0.9	-4.1	2.1	6.8	-0.6	x
O=C(CC1Sc2ccccc2NC1=O)Nc1cccc(-c2nnc3n2CCCCC3)c1 (centres undefined)	9.9	8.5	-0.6	19.1	2.3	7.9	-14.2	14.2	-0.6	-1.3
O=C1C(Cl)=C(Nc2ccccc2O)C(=O)N1CCc1ccccc1	-4.3	-15.3	-3.5	14.9	-5.5	-5.6	x	x	-0.7	3.3
Cc1cccc(Oc2ccc(NS(=O)(=O)c3ccc(C)c(C(=O)O)c3)cc2)c1	-16.2	-12.4	3.6	-5.0	-6.7	-5.6	4.6	-4.6	-0.7	-0.4
CCN(CC)CC(=O)Nc1nn(-c2ccccc2)nc1C(N)=O	-14.7	-1.6	2.1	16.1	-0.8	4.7	-14.4	14.4	1.0	-2.0
Cc1ccc(-n2[nH]c(C)c(C=NC34CN5CN(CN(C5)C3)C4)c2=O)cc1C	-9.9	-8.5	0.9	0.1	-2.3	1.5	2.7	-2.7	1.0	0.2
Cc1ccc(S(=O)(=O)N(C)C)cc1NC(=O)CSc1nc2ccccc2[nH]1	-2.5	-0.6	0.4	7.6	-0.5	4.9	-4.5	4.5	-0.3	1.0
COc1ccc(NC(=O)CC(C)NCCCN2CCCC2=O)cc1 (centres undefined)	-13.4	2.5	-1.6	6.1	-5.6	-11.1	7.7	-7.7	0.1	-0.6
COc1ccc(C)cc1S(=O)(=O)Nc1cc(Cl)ccc1Cl	-7.5	-2.6	-0.3	8.3	-1.3	0.2	12.0	-12.0	-1.0	-0.8
CCc1nc(C)c(-c2ccccc2)c(=O)[nH]1	-8.4	-3.0	2.7	34.7	2.1	-7.4	16.7	-16.7	-0.2	-2.0
COc1ccc(N(C(=O)Cn2cnc3ccccc32)C(C(=O)NC2CCCCC2)c2ccccc2)cc1 (centres undefined)	-12.8	-3.1	0.7	10.1	2.2	-5.8	-16.1	16.1	-0.1	x
C=CCc1cc2c(oc(=O)c3ccccc32)c(C)c1O	-23.9	-5.4	-3.8	17.6	-5.8	-3.0	8.3	-8.3	-1.9	-2.4
Nc1ccc(S(=O)(=O)Nc2ccccn2)cc1	-1.2	-7.1	1.5	-3.3	-0.8	2.3	3.2	-3.2	-2.9	x
COc1ccccc1-n1nnnc1SCC(=O)NC1CCCC1	-22.1	3.3	-0.9	4.0	-1.1	-0.1	4.0	-4.0	-1.4	-0.6
S=C1NCN(Cc2ccco2)CN1	-3.3	-3.6	-0.7	49.2	-1.9	-2.9	20.8	-20.8	0.2	-1.5
COc1ccc(C2(NC(C)=O)CCN(C(=O)c3ccco3)CC2)cc1	-2.4	9.1	0.1	25.3	0.0	-20.0	27.2	-27.2	-2.7	-4.8
C/C(=N\O)c1cccc(Br)c1	-4.1	5.1	0.3	4.3	1.9	-3.9	11.5	-11.5	0.4	-1.7
COc1ccc(-c2oc3ccccc3c(=O)c2OC(C)=O)cc1	8.7	-9.6	-3.2	13.3	2.6	-1.7	-18.2	18.2	0.5	x
Cc1cc(Cn2nc(C(=O)NCc3cccc(Br)c3)cc2-c2ccccc2)on1	8.0	-11.0	-5.0	6.3	-5.7	3.9	-7.0	7.0	0.9	x
O=C(CCNS(=O)(=O)c1ccc(OC(F)(F)F)cc1)N1CCN(C/C=C/c2ccccc2)CC1	-9.9	6.5	0.9	2.5	-0.8	4.4	-29.3	29.3	-0.2	0.0
O=C(Nc1nccs1)[C@@H]1CCCN1S(=O)(=O)c1ccccc1F	-8.2	-4.0	3.0	-11.2	-4.0	0.9	-13.6	13.6	-0.2	-1.6
Nc1c(C(=O)OCC(=O)Nc2cccc([N+](=O)[O-])c2)[nH]c(=O)[nH]c1=O	-5.4	1.0	0.9	10.3	-0.2	-7.9	15.4	-15.4	1.5	4.8
Cc1cccc(NC(=O)c2ccc(S(=O)(=O)NCc3cccnc3)cc2)c1C	-12.7	-5.1	0.9	-3.3	-4.7	0.4	4.5	-4.5	1.2	-2.0
COc1ncnc2c1oc1nc(CC(C)C)c3c(c12)CCCC3	-17.9	4.0	-0.5	-7.8	-3.7	-7.1	-10.0	10.0	-2.9	0.6
CCOC(=O)C1=CCC2c3c(c4ccccc4n3C)C(=O)C1N2C(=O)OC(C)(C)C (centres undefined)	11.3	0.8	-2.4	9.7	-7.6	2.4	30.1	-30.1	0.2	x
Cc1nc2nc(SCC(=O)NCCCN3CCCC(C)C3)nn2c(C)c1Cc1ccccc1Cl (centres undefined)	-12.1	-6.4	-1.2	-3.5	-0.5	-5.5	11.0	-11.0	-0.6	5.3
COc1ccccc1C(=O)NC(C)C(c1cccs1)N1CCN(C)CC1 (centres undefined)	-3.3	-5.7	-1.2	0.6	0.3	-3.3	24.4	-24.4	0.1	6.8
Cc1ccc(CNC(=O)COc2ccc(S(=O)(=O)NC(C)C)cc2)cc1	4.7	-4.6	-0.6	9.8	-0.7	4.0	-18.5	18.5	-0.2	-5.3
